DENV2 CPE rescue – inhibitors of DENV2 cytopathic effect; DENV2-infected cells, cytopathic effect rescue, plate reader; CPE inhibition, % at 9.99 µM; hit rate 1.7% among 350,000; in the data active = CPE inhibition above about 20%, passing the limit was not always enough; inconclusive = no clear call, values can overlap the other calls; tested in BHK-21 cells;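 also: 0% = median of neutral control wells and 100% = median of positive control wells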
ERp5 block – ERp5 (human) disulfide isomerase inhibition; hit rate 0.05% among 350,000; inhibition, % at 9.99 µM; Q15084; ERp5 insulin aggregation, absorbance 650 nm, 90 min;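 active = mean replicate inhibition above about 25%, with every replicate also reaching it, limit read from the data, passing the limit was not always enough; inconclusive = only one of those two criteria met; inactive = neither criterion met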
Target sequence (Q15084 whole entry, looked up): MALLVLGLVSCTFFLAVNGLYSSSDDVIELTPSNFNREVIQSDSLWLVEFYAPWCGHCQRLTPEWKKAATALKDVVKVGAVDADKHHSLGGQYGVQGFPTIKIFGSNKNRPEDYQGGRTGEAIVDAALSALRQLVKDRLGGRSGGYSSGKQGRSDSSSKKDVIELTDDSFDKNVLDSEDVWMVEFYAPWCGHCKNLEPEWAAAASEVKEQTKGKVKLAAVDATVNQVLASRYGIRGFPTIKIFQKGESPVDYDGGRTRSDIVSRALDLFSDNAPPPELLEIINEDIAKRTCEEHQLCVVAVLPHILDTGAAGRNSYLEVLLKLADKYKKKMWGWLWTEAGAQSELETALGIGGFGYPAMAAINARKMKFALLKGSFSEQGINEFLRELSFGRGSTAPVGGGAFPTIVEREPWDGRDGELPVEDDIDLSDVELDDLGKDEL
EWS-Fli inh – EWS/Fli transcriptional activity inhibition | A673 NR0B1-luciferase reporter, viability-normalised | hit rate 0.67% among 350,000 | inhibition, % at 12.6 µM | AID 651661;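 active = mean inhibition of at least 50% after viability correction, with every replicate also passing that limit; inconclusive = mean reaches 50% but only one of two replicates passes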;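 also: firefly luciferase signal divided by Alamar Blue viability fluorescence both relative to DMSO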
CFTR F508del cor – CFTR F508del correction in bronchial cells; AID 720511; hit rate 0.36% among 350,000; CFBE cells, YFP halide quenching; stimulated with forskolin plus potentiator P3; % fluorescence drop versus neutral controls; activity (quench increase), % at 7.58 µM;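 active = mean added fluorescence quench of at least 8% versus neutral control, with both replicates also reaching 8%; inconclusive = only one of the mean or replicate conditions met; inactive = mean below 8% and not both replicates reaching 8%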;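 also: cells transiently co-express mutant CFTR-F508del with the halide-sensitive YFP; corrector assay measuring rescue of mutant channel to the surface after 24 h compound exposure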
PAX8 inh HTS – PAX8 transcriptional activity inhibition | RMG-I TPO-luciferase reporter, SteadyGlo, 24 h | inhibition, % at 12.6 µM | hit rate 1.2% among 360,000 | AID 652154;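 active = mean replicate inhibition at least 60% with every replicate also reaching 60%; inconclusive = only one of the two criteria is met; inactive = mean below 60% and not all replicates reaching 60%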;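 also: luciferase light reporting Pax8 driven TPO promoter activity; plate controls were median of neutral control wells for no effect and mitoxantrone controls for full effect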
GSIS activator – GLuc luminescence reporter in INS-1E cells, primary screen for activators of glucose-dependent secretion of insulin; INS-1E GLuc reporter insulin secretion, 2-3 h; AID 743287; hit rate 0.61% among 370,000; activation, % at 16.6 µM;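 active = lowest replicate activation of at least 40%, so every replicate reaches that level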;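 also: 0% = median of neutral control wells and 100% = median of IBMX positive control wells; some compounds called inactive have numbers as strong as hits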
ARNT-TACC3 inh – disruptors of human ARNT/TACC3 interaction | AID 623870 | inhibition, % at 9.99 µM | AlphaScreen His-ARNT PAS-B/GST-TACC3 binding, luminescence; TACC3 fragment carries E629A point mutation | hit rate 0.66% among 390,000 | Q9Y6A5;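 active = mean inhibition of replicates at least 50% and at least half of replicates each reaching 50%; inconclusive = half or more replicates reach 50% but mean below 50%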;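 also: 0% = complete ARNT plus TACC3 wells and 100% = ARNT alone without TACC3; many hits fall short of the cut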
Xi reactivation – reactivates the inactive X chromosome in mouse fibroblasts; XiGFP mouse fibroblasts, % GFP-positive cells imaging, 3 d; cells co-treated with 5-aza-dC sensitizer; scaled so ellipticine positive control = 100%; activation, % at 7.58 µM; hit rate 0.055% among 360,000;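 active = mean normalized replicate activation at least 10% and every replicate at or above 10%; inconclusive = only one of the two criteria met; inactive = mean below 10% and not all replicates reach 10%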;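 also: 0% = median of on-plate neutral control wells and 100% = ellipticine 6 µM median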
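Assay system – SV40-immortalized XiGFP fibroblast cells, line 68-5-11 · Buffer or medium – DMEM supplemented with 5-aza-dC as sensitizing agent · Dosing – one concentration, pinned · Benchmarks – positive control ellipticine, 6 µM final · Times – 3 days compound exposure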
Numbers without * were called inactive; ? = inconclusive; · = no result given. Outcome played no part in choosing rows, and some 4.2% of all compounds hit somewhere here.

SMILES	DENV2 CPE rescue	ERp5 block	EWS-Fli inh	CFTR F508del cor	PAX8 inh HTS	GSIS activator	ARNT-TACC3 inh	Xi reactivation
O=C(c1cccc(S(=O)(=O)N2CCOCC2)c1)N1CCN(C/C=C/c2ccccc2)CC1	2	3	-12	-2.5	17	·	·	-0.1
CCN(c1ccc(NC(=O)COC(=O)CCc2cc(OC)c(OC)c(OC)c2)cc1)C(C)C	7	2	7	·	-3	2	·	0.2
CCc1nc2ccccc2c(C(=O)OCC(=O)N(CCOC)c2c(N)n(Cc3ccccc3)c(=O)[nH]c2=O)c1C	0	-4	7	0.9	12	18	3	0.0
CC1(C(=O)NS(=O)(=O)Cc2ccccc2C(F)(F)F)CCN1C(=O)C/C=C/c1ccccc1 (stereo not drawn)	9	6	1	-5.2	2	·	·	0.3
COC(=O)c1cc(NS(=O)(=O)c2ccc3c(c2)CCC(=O)N3)cc(C(=O)OC)c1	-6	-4	-3	0.1	·	45	14	·
COc1ccc(-n2c(SCC3CNC(=O)O3)nnc2-c2ccc(Cl)cc2)cc1 (stereo not drawn)	4	-3	17	1.4	-13	1	-3	0.2
Cc1c(Cc2ccccc2)c(=O)oc2cc(OCC(=O)N3CCC(C(N)=O)CC3)ccc12	6	5	4	5.6	·	·	-28	·
CCN1C(=O)N[C@@H](c2ccc(Br)cc2)C(C(=O)OC)=C1C	6	2	-4	4.6	-16	-2	-2	0.1
Cc1c(OCC(=O)NCCCN2CCOCC2)ccc2c(-c3ccccc3)cc(=O)oc12	4	-2	6	-0.6	-13	15	2	0.0
CC1(C(=O)N2CCC(CC3CC(c4ccc(Cl)cc4)=NO3)(C(=O)NCC3CCCCC3)CC2)CC1 (stereo not drawn)	-6	-3	7	-0.5	5	-19	-4	0.0
CCC(=O)Nc1ccc2c(c1)C(=O)N(C)C[C@@H](OC)[C@@H](C)CN(C(=O)CC1CC1)[C@H](C)CO2	2	4	-6	0.1	·	10	-3	0.1
C[C@@H]1CN([C@H](C)CO)C(=O)c2cccc(NC(=O)c3ccc(-c4nccs4)cc3)c2O[C@H]1CN(C)Cc1ccc(C(=O)Nc2ccccc2N)cc1	0	8	?	2.2	·	15	14	0.0
CN1C(=O)c2cc(NC(=O)Nc3ccccc3Cl)ccc2OC[C@H]2O[C@@H](CC(=O)O)CC[C@@H]21	-4	·	0	3.0	-7	8	-1	0.0
COc1ccc(NC(=O)CN(C)C(=O)c2ccc3c(c2)S(=O)(=O)N=C2CCCCCN23)cc1	-4	1	0	-0.6	-5	20	5	0.1
CC(Sc1ncccn1)C(=O)NC1(C#N)CCCCC1 (stereo not drawn)	-6	3	-2	-3.1	-5	24	6	-0.1
COc1cc(NC(=O)Cn2c(=O)n(CC3CCCO3)c(=O)c3ccccc32)cc(OC)c1 (stereo not drawn)	3	6	-1	1.0	-10	7	3	0.0
Cc1c(NC(=O)COC(=O)c2cccc(F)c2)c(=O)n(-c2ccccc2)n1C	17	-1	-3	-0.3	-8	-4	·	-0.1
O=C(C[C@@H]1CC[C@@H]2[C@H](COC[C@@H](O)CN2Cc2ccccc2)O1)N[C@@H]1CCN(Cc2ccccc2)C1	-3	-1	-8	5.8	2	-6	18	0.0
CCN(C[C@H]1N[C@@](C)(C(=O)OC)[C@H]2C(=O)N(Cc3ccccc3)C(=O)[C@@H]12)C(=O)Nc1ccc(OC)cc1	6	1	-1	-2.2	13	-20	-3	0.0
COc1ccc(C2(C)NC(=O)N(CC(=O)c3ccc4c(c3)OCO4)C2=O)cc1 (stereo not drawn)	53*	2	·	-2.6	0	26	-6	0.0
CCc1nc2ccc(C(=O)N3CCN(C(=O)c4ccco4)CC3)cn2c1N(C)Cc1nccs1	?	1	0	-2.3	13	-2	·	-0.2
Cc1ccc(C(=O)NCC(=O)OC(C)C(=O)NCCC2=CCCCC2)cc1C (stereo not drawn)	·	·	·	·	-2	16	-28	0.1
CN(C(=O)COC(=O)c1ccc(-c2ccc(O)cc2)cc1)C1CCS(=O)(=O)C1 (stereo not drawn)	7	0	4	-1.3	-32	6	5	-0.2
CCNC(=O)[C@H]1[C@H](CO)[C@H]2Cn3c(ccc(C4=CCCCC4)c3=O)[C@H]2N1Cc1ccc2c(c1)OCO2	-4	3	-9	0.8	-13	-18	·	-0.1
COc1ccc(NC(=O)N(C)C[C@@H]2Oc3ncc(C#CCC(C)C)cc3C(=O)N([C@H](C)CO)C[C@H]2C)cc1	?	-11	6	0.1	·	-16	6	-1.2
CC1CC(C)CN(CC(=O)NCCc2ccc(S(N)(=O)=O)cc2)C1 (stereo not drawn)	-1	2	-8	0.9	-11	-7	-2	0.0
CCCCn1c(=O)[nH]c(=O)c2c1nc(-c1cccc(OC)c1)n2C	-1	-3	6	1.6	-1	10	3	0.3
O=C(Nc1nc2c(Cl)cccc2s1)c1ccc([N+](=O)[O-])o1	-2	1	-19	0.1	13	-21	1	0.0
COc1cccc(C(=O)Nc2ccc3c(c2)C(=O)N(C)[C@@H]2CC[C@@H](CC(=O)NCC(F)(F)F)O[C@@H]2CO3)c1	-5	0	3	3.7	-3	-2	-9	0.0
CCN1C(=O)c2ccccc2S(=O)c2ccc(C(=O)N3CCCCCC3)cc21 (stereo not drawn)	-4	4	14	-1.5	-17	·	-3	0.0
O=C(c1ccc(F)cc1)c1ccc(-c2ccc(F)cc2)nc1	-6	-1	-88	-1.9	-77	11	8	-0.1
COc1cc(C)c(CN2CCN(C(C)C(=O)NC(C)c3ccccc3)CC2)cc1OC (stereo not drawn)	-3	2	2	-3.5	-5	6	4	0.2
NC(=O)/C(=C\c1ccncc1)c1cccc2ccccc12	-1	3	-6	-1.3	-10	8	-7	-0.1
COCC(=O)Nc1ccc2c(c1)C(=O)N(C)[C@H]1CC[C@H](CC(=O)NCc3cccc(F)c3)O[C@@H]1CO2	-19	-2	19	1.4	-22	8	·	0.5
O=C(Nc1ccc2c(c1)CCCN2C(=O)c1ccco1)c1cc([N+](=O)[O-])ccc1Cl	-3	-4	-26	1.5	37	-5	2	0.1
CCN(CC(=O)NCc1ccc(Cl)cc1)C(=O)COc1cccc(C(F)(F)F)c1	-3	10	1	0.5	22	-37	1	-0.1
Cc1noc(C)c1NC(=O)N(C)C[C@@H]1Oc2ccc(NC(=O)Cn3cnnn3)cc2CC(=O)N([C@H](C)CO)C[C@@H]1C	5	·	-14	1.1	-16	16	-18	0.1
C[C@@H]1CN([C@H](C)CO)C(=O)CCCn2cc(nn2)CO[C@H]1CN(C)C(=O)NC1CCCC1	?	5	-2	2.0	33	0	-2	0.2
COc1ccc(NC(=O)NCCCN2CCN(c3cc(C)ccc3C)CC2)cc1	0	-5	18	0.3	26	-5	0	0.2
CCOc1ccccc1NC(=O)CN(C)S(=O)(=O)c1cnc[nH]1	3	6	0	1.0	5	-3	-8	-0.8
CCCC(=O)NC(c1ccccc1Cl)c1c(O)ccc2ccccc12 (stereo not drawn)	·	·	·	·	0	-11	-6	0.1
COc1ccc(NS(=O)(=O)c2cccc(C(=O)NN=Cc3cc(Br)c(O)c(Br)c3)c2)cc1	?	-1	10	1.7	-6	-13	-4	0.1
O=C(Nc1ccc2[nH]ncc2c1)C1CCC1	2	0	-4	2.3	-29	17	8	0.0
O=c1c2sc3nc(N4CCOCC4)c4c(c3c2ncn1C(c1ccccc1)c1ccccc1)CCCC4	·	9	-10	-1.6	7	1	-8	0.2
C[C@]12c3[nH]c4cc(-c5ccco5)ccc4c3CCN1C(=O)[C@@H](CC(=O)NCc1ccco1)C[C@@H]2C(=O)N1CCCCC1	-4	-4	1	4.4	12	2	-2	0.2
COC(=O)c1cc(OC)nc(OC)c1	-2	4	3	0.8	12	·	-4	0.0
CC(=O)Nc1nc(CC(C)C)cc(-c2ccccc2)c1C#N	-4	4	7	1.9	8	34	-3	0.0
CCS(=O)(=O)NCC[C@H]1CC[C@H](NC(=O)Nc2cc(Cl)cc(Cl)c2)[C@H](CO)O1	4	-2	-2	-3.1	-2	2	3	0.5
CC(=O)Nc1ccc(NC(=S)NC(=O)c2ccc([N+](=O)[O-])cc2)cc1	·	·	·	·	-6	-6	-6	0.0
CCCC(=O)N1CCC1(C)C(=O)Nc1ccc(-n2cncn2)cc1 (stereo not drawn)	15	3	-3	-3.1	6	·	·	0.1
CO[C@@H]1CN(C)C(=O)c2cc(NC(=O)c3ccccc3F)ccc2OC[C@@H](C)N(C)C[C@@H]1C	-1	2	-6	0.5	2	12	-1	0.2
COCC1CCN(C(=O)c2cc(COc3ccc(-n4cncn4)cc3)on2)CC1	4	8	·	0.0	16	3	-9	-0.1
CCCc1cc(=O)oc2c(C)c(OCC(=O)NC3CC(C)(C)NC(C)(C)C3)ccc12	1	3	·	1.4	6	22	-5	-0.1
COc1ccc(C)cc1NC(=O)CN(C)S(=O)(=O)c1cnc[nH]1	-3	1	5	0.0	·	7	-1	·
Fc1ccc2nc(N3CCCC3)sc2c1	-5	2	-90	-2.3	-167	13	24	0.2
Cc1ccc(C)c(OCC(=O)N2CCc3ccccc3C2)c1	0	-23	-11	0.5	-38	-9	-1	0.0
O=C(N/N=C/c1c[nH]c2ccccc12)c1ccccc1	-1	1	-28	0.9	-13	4	3	0.1
CCOC(=O)NNC(=O)C12CC3CC(CC(C3)C1)C2	2	5	0	2.9	4	-7	·	0.1
CCOC(=O)c1cccc(NC(=O)C2CCN(S(=O)(=O)c3cccs3)CC2)c1	-5	-1	2	0.5	·	-19	5	·
COc1ccc(S(=O)(=O)Nc2cccc(-c3ccc(N4CCCCCC4)nn3)c2)c(OC)c1	-2	1	-61	-0.9	-101	12	-6	0.0

Additional results follow:
SMILES	DENV2 CPE rescue	ERp5 block	EWS-Fli inh	CFTR F508del cor	PAX8 inh HTS	GSIS activator	ARNT-TACC3 inh	Xi reactivation
CC(/C=N/n1c(-c2n[nH]c3c2CCC3)n[nH]c1=S)=C\c1ccco1	5	3	-5	0.2	0	-16	9	0.0
O=C(CCS(=O)(=O)c1ccccc1)N(CCCN1CCOCC1)c1nc2ccc(F)cc2s1	-10	7	-71	-6.8	-80	8	-20	0.0
COc1ccccc1NC(=O)N1CCCCN2[C@@H](CO)[C@@H](c3ccc(C#CC4CC4)cc3)[C@@H]2C1	3	-3	·	0.1	14	·	·	·
CCN1CCC[C@H]1CNC(=O)c1c(OC)ccc(Br)c1OC	-7	-1	2	3.8	-5	·	-4	-0.3
COc1ccc(S(=O)(=O)NCCC(=O)NC2CCCCC2C)cc1[N+](=O)[O-] (stereo not drawn)	0	-3	-5	3.5	-8	1	-2	0.0
Cc1ccccc1N/C(=C(/C(Cl)=C(Cl)Cl)[N+](=O)[O-])n1nnc2ccccc21	5	-7	2	-1.8	·	-3	2	·
COc1cc(NC(=S)Nc2ccccn2)c(OC)cc1Cl	-9	4	4	-3.5	7	2	-6	0.0
C[C@H](CO)N1C[C@H](C)[C@H](CN(C)S(=O)(=O)c2cccc(F)c2)Oc2ncc(-c3ccc(F)cc3)cc2C1=O	0	-3	13	0.4	12	-12	-5	0.3

DENV2 CPE rescue: hit marks shown above
structure	DENV2 CPE rescue	ERp5 block	CFTR F508del cor	GSIS activator	ARNT-TACC3 inh
COc1ccc(C2(C)NC(=O)N(CC(=O)c3ccc4c(c3)OCO4)C2=O)cc1 (stereo not drawn)	53*	2	-2.6	26	-6
